TRPC4 inh – blocks the mouse TRPC4 cation channel; B-score at 10 µM; Q9QUQ5; HEK293 TRPC4beta/mu-opioid, DAMGO-evoked Fluo4 calcium flux; active compounds read low; 300,000 tested, 0.39% active;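 active = B-score over 3 SD under the library average, no early fluorescence shift, positive overall ratio signal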
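Test system – stable TRPC4beta/mu-opioid receptor HEK293 cells · Probe or stimulus – DAMGO, a submaximal dose followed by a maximal one · Dosing – one concentration per compound · Signal – Fluo4 calcium fluorescence by kinetic imaging, 5 s 1 Hz baseline · Evaluation – per-well B score of integrated baseline-normalized Fluo4 ratio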
TRPC6 activator – mouse TRPC6 channel activation | Q61143 | HEK293-TRPC6 membrane potential dye fluorescence; active compounds read high | B-score at 10 µM | 310,000 tested, 0.13% active | AID 2550;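 active = B-score of the integrated fluorescence ratio above library mean plus 3 SD, and starting fluorescence ratio within library mean plus 5 SD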;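 also: higher score means more depolarization so channel activation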
TMEM16A inh – mouse TMEM16A channel inhibition, primary screen; Q8BHY3; normalized B-score (activity score, 25-100; higher = stronger inhibition) at 10 µM; HEK293 TMEM16A/YFP iodide influx fluorescence, ionomycin; 310,000 tested, 1.2% active;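 active = ratio plate-corrected score three or more library SD toward inhibition, starting fluorescence score within five deviations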;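 also: score derived from kinetic fluorescence span divided by baseline fluorescence per well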
TRPC6 inh – blocks the mouse TRPC6 cation channel. HEK293-TRPC6, membrane potential dye, ACh-evoked depolarization; active compounds read low. B-score at 10 µM. 310,000 tested, 1.1% active;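 active = B-score under library mean minus 3 SD, initial fluorescence not abnormally high, positive integrated signal ratio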;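 also: B-score derived from integrated fluorescence ratio over the kinetic read; more negative B-score means stronger inhibition of depolarization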
MrgX1 agonist – human MrgX1 receptor agonism, primary screen; MrgX1-HEK293 cells, Fluo-4 calcium fluorescence, agonist mode; active compounds read high; B-score at 10 µM; 310,000 tested, 0.44% active;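 active = calcium response B-score plate-corrected fluorescence ratio at least 3 library SD, with starting fluorescence B-score inside 5 SD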
Target sequence (Q96LB2 whole entry, looked up): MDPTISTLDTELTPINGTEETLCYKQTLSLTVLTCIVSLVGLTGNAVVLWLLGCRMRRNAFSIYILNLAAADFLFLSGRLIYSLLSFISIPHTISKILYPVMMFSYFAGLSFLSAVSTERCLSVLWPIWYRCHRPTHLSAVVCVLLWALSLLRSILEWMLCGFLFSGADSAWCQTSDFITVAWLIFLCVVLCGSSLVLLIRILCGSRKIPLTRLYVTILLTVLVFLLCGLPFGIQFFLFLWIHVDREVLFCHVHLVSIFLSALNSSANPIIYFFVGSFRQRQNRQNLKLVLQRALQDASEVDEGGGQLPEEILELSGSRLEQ
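Material – MrgX1-expressing HEK293 cells · Input – 15,000 cells seeded per well · Dosing – compound as first of three additions · Times – overnight seeding, then 1 h dark dye loading · Measured by – kinetic Fluo-4 NW fluorescence of intracellular calcium · Read-out – B-scored fluorescence response ratio · Benchmarks – positive and negative control wells on each plate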
TRPC4 agonist – activators of mouse TRPC4 channel | Q9QUQ5 | HEK293 TRPC4beta/mu-opioid, Fluo4 calcium fluorescence; active compounds read high | B-score at 10 µM | 310,000 tested, 0.49% active;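 active = B-score above 5 SD of library B-scores, and initial fluorescence ratio not above library mean plus 5 SD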;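 also: positive B-score marks a calcium rise read as TRPC4 activation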
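System: HEK293 cells stably co-expressing mouse TRPC4beta and mu-opioid receptor; Schedule: Fluo4 dye loading 45 min at room temperature, 110 s recording; Detection: Fluo4 fluorescence, kinetic; Evaluation: B-scored integrated calcium fluorescence ratio; Controls: buffer (low) and maximal DAMGO (high).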
SKKanGAS inh – blocks kanamycin growth of S. pyogenes SKKanGAS strain. BacTiter-Glo, 6 h. inhibition, % at 7.5 µM. 300,000 tested, 1.3% active;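 active = mean replicate score, as percent of positive control median, at least 50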;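 also: strain carries kanamycin resistance gene driven by streptokinase promoter and grows in 40 µg/ml kanamycin; loss of luminescence reflects streptokinase promoter inhibition or plain growth inhibition; 0% = median of DMSO wells and 100% = positive control at its reference dose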
MrgX1 antagonist – blocks BAM8-22 activation of human MrgX1 receptor | AID 588676 | Q96LB2 | MRGX1-HEK293 calcium flux, Fluo-4, BAM8-22 antagonism; active compounds read low | 310,000 tested, 1.3% active | B-score at 10 µM;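 active = calcium-response B-score plate-corrected more than 3 library SD below zero, starting fluorescence within 5 deviations, no agonist response on first addition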;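 also: peak minus trough fluorescence over baseline after final BAM8-22 challenge near maximal dose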
TRPC4 potent – TRPC4 (mouse) allosteric potentiation | 310,000 tested, 0.42% active | B-score at 10 µM | Q9QUQ5 | HEK293 TRPC4beta/mu-opioid, DAMGO EC20, Fluo-4 Ca2+ flux; active compounds read high;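 active = B-score of calcium response area above 5 SD of library B-scores, with initial fluorescence ratio within 5 SD of library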;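 also: B-score of integrated fluorescence ratio over time as area under calcium response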
MrgX1 PAM – human MrgX1 positive allosteric modulation, primary screen. B-score at 10 µM. AID 588675. MrgX1-HEK293, Fluo-4 calcium flux, FDSS; active compounds read high. 310,000 tested, 0.63% active. Q96LB2;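 active = plate-corrected calcium response at least 3 library SD above typical, normal starting fluorescence, not activating the receptor alone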;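 also: compound read alongside a low EC10 to EC30 dose of BAM8-22 agonist; peak minus trough fluorescence over baseline measured at the second addition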
ANO1 activ – mouse TMEM16A channel activation, primary screen | Q8BHY3 | AID 623877 | 340,000 tested, 0.3% active | B-score at 10 µM | HEK293 TMEM16A/YFP-H148Q/I152L, iodide quench fluorescence; active compounds read low;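 active = fluorescence-ratio B-score plate-corrected deviation score at least 3 library SD below zero, with starting fluorescence score within 5 deviations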;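 also: channel opened by trigger with iodide after compound preincubation; score built on the fluorescence ratio of max minus min over baseline; more negative score means more quench and so TMEM16A activation or potentiation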
Active calls of the source: *; i = inactive; . = no result given.

SMILES	TRPC4 inh	TRPC6 activator	TMEM16A inh	TRPC6 inh	MrgX1 agonist	TRPC4 agonist	SKKanGAS inh	MrgX1 antagonist	TRPC4 potent	MrgX1 PAM	ANO1 activ
CCC(C(=O)Nc1ccccn1)c1ccccc1 (configuration not stated)	i	i	i	i	i	i	-1.9	i	i	i	i
O=C(O)c1ccc(-n2ncc3c2/C(=C/c2cccc([N+](=O)[O-])c2)CC3)cc1	i	i	i	i	i	i	-19.3	i	i	i	i
CCc1ccc(NC(=O)CC2C(=O)Nc3c2c(=O)n(C)c(=O)n3C)cc1 (configuration not stated)	i	i	i	i	i	i	-2.8	i	i	i	i
Cc1ccccc1C(=O)Nc1ccnn1C1CCN(C(C)Cc2ccccc2F)CC1 (configuration not stated)	i	i	i	i	i	i	-2.8	i	i	i	i
CC(C)N(CC(=O)Nc1ccc(Cl)cc1C(F)(F)F)C(=O)CCl	i	i	i	i	i	i	-2.3	i	i	i	i
CCC(Oc1ccccc1)C(=O)Nc1ccsc1C(=O)OC (configuration not stated)	i	i	i	i	i	i	19.0	i	i	i	i
O=C1NC2(CCCCCC2)C(=O)N1Cc1ccccc1F	i	i	i	i	i	i	6.2	i	i	i	i
O=C(CN(C(=O)c1csnn1)c1ccc(Br)cc1)NC1CCCC1	i	i	i	i	i	i	0.1	i	i	i	i
O=C(O)CCC(=O)N1N=C(c2ccco2)CC1c1ccco1 (configuration not stated)	i	i	i	i	i	i	0.5	i	i	i	i
CC(C)=CC(=O)Nc1ccc(S(=O)(=O)Nc2onc(C)c2C)cc1	i	i	i	i	i	i	-2.5	i	i	i	i
Cc1ccccc1-n1c2nc(=O)n(C)c(=O)c-2cc2ccccc21	i	i	100*	i	i	i	8.2	i	i	i	i
Cc1c(Cc2ccccc2)sc(/N=C/c2ccc3ccccc3c2)c1C(N)=O	.	.	i	.	i	.	.	i	.	i	i
COC(=O)c1[nH]c2ccccc2c1NC(=O)CN1CCN(Cc2ccc3c(c2)OCO3)CC1	i	i	i	-5.62*	i	i	10.1	i	i	i	i
Cc1ccc(S(=O)(=O)CCC(=O)OCn2nnc3ccccc3c2=O)cc1	i	i	i	i	i	i	0.9	i	i	i	i
Cc1ccc2nc(C)c(C)nc2c1N	i	i	i	i	i	i	-3.6	i	i	i	i
Nc1ccc(-c2nc3ccccc3s2)cn1	i	i	i	i	i	i	-4.6	i	i	i	i
CCN(CC)c1ccc(NC(=O)CN2CCN(CC(=O)Nc3ccc(F)cc3)CC2)cc1	.	.	i	.	i	.	.	i	.	i	i
CC(SCc1cn2cc(Cl)ccc2n1)C(=O)O (configuration not stated)	i	i	i	i	i	i	4.7	i	i	i	i
N#Cc1ccc(Sc2nc3ccccc3[nH]2)cc1C#N	i	i	i	i	i	i	-1.3	i	i	i	i
COc1cc(/C=C(/C#N)c2nc3ccccc3[nH]2)ccc1OC(=O)c1ccco1	i	i	i	i	i	i	14.8	i	i	i	-4.83*
CN(C)S(=O)(=O)c1ccc(C(=O)NCC(=O)N/N=C/c2ccccc2Cl)cc1	i	i	i	i	i	i	-2.5	i	i	i	i
CC(C)(Oc1ccc(Cl)cc1)C(=O)N1CCN(C(=O)c2ccco2)CC1	i	i	i	i	i	i	2.1	i	i	i	i
CCCCNC(=O)[C@@H]1CC=C[C@@H]2CCN(C3CC3)C(=O)[C@@H]21	.	i	i	i	i	i	1.4	i	i	i	i
Cc1cccc([C@@H]2[C@@H]3C(=O)N(Cc4ccccc4)C(=O)[C@@H]3[C@]3(Cc4ccccc4)C(=O)N(c4ccccc4)C(=O)N23)c1	i	i	i	i	i	i	-4.7	i	i	i	i
COc1ccccc1/C=N\N=C(\N)c1ccccn1	i	i	i	i	i	i	0.3	i	i	i	i
C=CCn1c(NC(=O)CC)c(C(=O)OCC)sc1=S	i	i	i	i	i	i	8.7	i	i	i	i
COc1ccc2c(c1)CC/C(=C\c1ccc(OC)c(Cn3nc(C)cc3C)c1)C2=O	i	i	i	i	i	i	16.7	i	i	i	i
O=C(CC(c1ccc(F)cc1)c1ccco1)N1CCCC1 (configuration not stated)	i	i	i	i	i	i	-4.8	i	i	i	i
Cc1cccc(NC(=O)CSc2nnc(Cn3cnc4ccccc43)o2)c1	i	i	i	i	i	i	-5.3	i	i	i	i
CC(Sc1nc2ccccc2[nH]1)C(=O)Nc1ccc2c(c1)OCCO2 (configuration not stated)	i	i	i	i	i	i	-8.1	i	i	i	i
CCCC(=O)NC(c1ccco1)c1cc(Cl)c2cccnc2c1O (configuration not stated)	i	i	i	i	i	i	71.2*	i	i	i	i
COc1ccc(C)cc1CN1C(=O)c2ccccc2C1=O	i	i	i	i	i	i	9.6	i	i	i	i
CC(C)CCN1CCN(Cc2cccn2-c2ccc(Cl)cn2)CC1CCO (configuration not stated)	i	i	i	i	i	i	-3.3	i	i	i	i
COc1ccc(S(=O)(=O)N2CCN(C(=O)CC(C)C)CC2)cc1	i	i	i	i	i	i	2.9	i	i	i	i
Nc1ncncc1-c1ccc2ccccc2c1	i	i	i	i	i	i	-2.7	i	i	i	i
Cc1nn(Cc2ccccc2)c2c1C(c1ccccc1)C(C#N)=C(N)O2 (configuration not stated)	i	i	i	i	i	i	2.5	i	i	i	i
COc1ccc(S(=O)(=O)NCc2cccnc2)cc1C(=O)N1CCCCC1	i	i	i	i	i	i	1.9	i	i	i	i
O=C(Cn1cnc2ccccc2c1=O)c1ccc2c(c1)OCCO2	i	i	i	i	i	i	-0.8	i	i	i	i
O=C(CSc1ccc(-c2ccco2)nn1)c1ccc(F)cc1	i	i	i	i	i	i	-1.4	i	i	i	i
CCN1CCN(c2cc(C)c3cc(NC(=S)NCc4cccs4)ccc3n2)CC1	i	i	i	i	i	i	-6.7	i	i	i	i
CCc1cc(Cn2nc(-c3ccccc3)cc2C(=O)O)on1	i	i	i	i	i	i	0.1	i	i	i	i
O=C(NNC1=Nc2ccccc2SC1)c1ccc(F)cc1	i	i	i	i	i	i	68.6*	i	i	i	i
C/C(=N\NC(=O)c1cc(-c2ccc(C)s2)[nH]n1)c1ccco1	i	i	i	i	i	i	-3.3	i	i	i	i
CCCN(Cc1cc2ccc(C)cc2[nH]c1=O)C(=O)c1cccnc1	i	i	i	i	i	i	2.8	i	i	i	i
CC1(C)Cc2c(cnn2-c2ccc(F)cc2)C(NC(=O)CCc2ccncc2)C1 (configuration not stated)	i	i	.	i	.	i	1.6	.	i	.	i
COc1ccc(N2CCN(C(=O)CCCSc3nc4ccccc4[nH]3)CC2)cc1	i	i	i	i	i	i	0.8	i	i	i	i
CN(C)C(CNC(=O)CCc1nc2sc3c(c2c(=O)[nH]1)CCCC3)c1ccccc1 (configuration not stated)	i	i	i	i	i	i	-9.4	-6.48*	i	i	i
CC(=O)Nc1ccccc1S(=O)(=O)CC1CC1(Cl)Cl (configuration not stated)	i	i	i	i	i	i	-3.6	i	i	i	i
N#Cc1ccccc1NC(=O)c1ccc2c(c1)OCO2	i	i	i	i	i	i	-4.2	i	i	i	i
CCN(CC)C(=O)Oc1nnc(SC(C)C)n1-c1ccc(Cl)cc1	i	i	i	i	i	i	1.8	i	i	i	i
New compounds follow.
SMILES	TRPC4 inh	TRPC6 activator	TMEM16A inh	TRPC6 inh	MrgX1 agonist	TRPC4 agonist	SKKanGAS inh	MrgX1 antagonist	TRPC4 potent	MrgX1 PAM	ANO1 activ
COc1ccc(O)c(/C=N/NC(=O)c2cccc(N3CCCC3=O)c2)c1	i	i	i	i	i	i	24.3	i	i	i	i
COc1ccc2c(N)c(C(=O)NN)[nH]c2c1	i	i	i	i	i	i	13.7	i	i	i	i
COc1cccc(N2CCN(S(=O)(=O)c3ccc4c(c3)NC(=O)C(C)C(=O)N4)CC2)c1 (configuration not stated)	i	i	i	i	i	i	-8.4	i	i	i	i
O=C(Cc1cccs1)NCc1cccc(Br)c1	i	i	i	i	i	i	-3.3	i	i	i	i
CCOC(=O)c1ccc(NC(=S)N2CCN(CCNC3=CC(=O)CC(C)(C)C3)CC2)cc1	i	i	i	i	i	i	-0.9	i	i	i	i
Cc1nc2ccc(NC3=NCCCCC3)cc2s1	i	i	i	i	i	i	-0.1	i	i	i	i
CC(C)(C)c1ccc(C(=O)Nc2sc3c(c2C(=O)O)CCC3)cc1	i	i	100*	i	i	i	34.0	i	i	i	i
COc1ccc(CNC(=O)N2CCN(S(=O)(=O)c3ccccc3F)CC2)cc1	i	i	i	i	i	i	1.4	i	i	i	i
COc1ccc(NC(=O)C2CCN(S(=O)(=O)c3cccc4cccnc34)CC2)cc1	i	i	i	i	i	i	2.8	i	i	i	i
CCCOC(=O)C1=C(C)OC23OC(N)=C(C#N)C12C(=O)c1ccccc13 (configuration not stated)	i	i	i	i	i	i	-10.4	i	i	i	i
COc1ccc(S(=O)(=O)NCC2CCC(C(=O)NCCCN3CCCC3=O)CC2)cc1 (configuration not stated)	i	i	i	i	i	i	-0.6	i	i	i	i
COc1ccc(OCc2nc3ccccc3n2C(C)C)cc1	i	i	i	i	i	i	3.5	i	i	i	i
Nc1c(C(=O)C2CC2)sc2nc(-c3cccs3)cc(C(F)(F)F)c12	i	i	i	i	i	i	1.1	i	i	i	i
COc1ccc(C(=O)/C(=C\c2sccc2C)c2nc3ccccc3o2)cc1	i	i	i	i	i	i	-20.1	i	i	i	.
O=C(Cn1cnc2c(cnn2-c2ccccc2)c1=O)c1ccc(Cl)cc1	i	i	i	i	i	i	-4.8	i	i	i	i
C#CCNC(=O)C1=C[C@@H](c2ccc(Br)cc2)C[C@@H](OCCCCO)O1	i	i	i	i	i	i	6.9	i	i	i	i
Cc1cc(C)n(-c2ccc(NC(=O)C3CCCCN3Cc3cccc4c3OCO4)cc2)n1 (configuration not stated)	i	i	.	i	.	i	1.6	.	i	.	i
Cn1c(-c2ccccc2)cnc1SCC(=O)NCc1ccco1	i	i	i	i	i	i	-0.2	i	i	i	i

High-throughput results as filed in PubChem.
